# Compound activity as filed in PubChem BioAssay.
# PTHR1 agonist = activates the human parathyroid hormone receptor PTHR1; Q03431; HEK293 GP2 PTHR1 cells, GloSensor cAMP luminescence, 1 h; Potency, µM (highest dose often 115 µM), for inactives: at the highest dose activation, usual class: activators; 410,000 tested, 0.075% active; also: potency is read from the fitted curve at half-maximal effect; nearly all actives have a fitted effect of over 55% in size; some results filed as inactive show a strong effect at the top dose; inactives centre near -15; many of its hits are not listed in these tables
# Target sequence (Q03431 whole entry, looked up): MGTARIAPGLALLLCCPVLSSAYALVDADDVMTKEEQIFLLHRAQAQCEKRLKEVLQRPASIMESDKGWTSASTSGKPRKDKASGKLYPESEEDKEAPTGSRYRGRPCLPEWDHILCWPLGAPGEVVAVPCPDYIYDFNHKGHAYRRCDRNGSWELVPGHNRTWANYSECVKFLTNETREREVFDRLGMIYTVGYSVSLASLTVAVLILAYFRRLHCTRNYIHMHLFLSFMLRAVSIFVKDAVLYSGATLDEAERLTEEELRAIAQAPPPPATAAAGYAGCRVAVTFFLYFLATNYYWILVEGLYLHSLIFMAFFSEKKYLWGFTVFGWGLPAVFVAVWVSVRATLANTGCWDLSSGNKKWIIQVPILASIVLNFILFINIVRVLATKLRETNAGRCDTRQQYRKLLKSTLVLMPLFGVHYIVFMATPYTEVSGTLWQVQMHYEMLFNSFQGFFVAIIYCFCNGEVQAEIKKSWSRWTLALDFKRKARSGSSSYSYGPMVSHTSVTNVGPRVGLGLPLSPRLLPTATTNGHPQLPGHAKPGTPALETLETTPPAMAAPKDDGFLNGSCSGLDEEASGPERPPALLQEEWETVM
#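 HEK-293-derived GP2 cells expressing PTHR1 and a GloSensor cAMP reporter, 3,000/well, plated overnight, given luciferin plus IBMX (each 0.5 mM as added) for 1 h at 37 °C, then compound for 1 h at 37 °C. Luminescence was read after 15 min at room temperature.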
# HEK293 tox = cytotoxicity counter-screen for GLP-1 receptor inverse agonists; 410,000 tested, 0.13% active; Potency, µM (titrated, usually from 38.3 µM), for the others: top-dose activity change, negative = inhibition, actives largely listed as inhibitors; HEK293 cAMP-luciferase reporter cells, luminescence, 24 h;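 also: loss of luciferase light is scored as toxicity; potency is read from the fitted curve at half-maximal effect; % is scaled to controls: 0 for no effect and ±100 for the full control effect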
#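 Luminescence readout: signal drop marks cytotoxicity. Plated cells grew 12 h at 37 °C, 5% CO2, received 23 nL compound for 24 h, then got luciferase reagent, read after 12 min at RT.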
# EPAC1 antag = blocks human EPAC1 exchange factor; O95398; EPAC1 GEF assay, Rap1b-BODIPY-GDP exchange fluorescence; Potency, µM (highest dose often 115 µM), for inactives: at the highest dose activity change, negative = inhibition, most hits filed as inhibitors; 360,000 tested, 0.14% active;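 also: potency is read from the fitted curve at half-maximal effect; plate controls were vehicle for no effect and positive control for full effect; nearly all actives have a fitted effect of over 50% in size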
# GLP1R inv ag = acts as inverse agonist at human GLP-1 receptor. P43220. HEK293 GLP-1R CRE-luciferase, luminescence, 24 h; GLP-1R form is constitutively active. Potency, µM (doses to about 38.3 µM), inactives show at the top dose activity change, negative = inhibition, actives largely listed as inhibitors. 410,000 tested, 1.6% active. AID 624417; also: potency is read from the fitted curve at half-maximal effect; % is scaled to controls: 0 for no effect and ±100 for the full control effect; nearly all actives have a fitted effect of over 55% in size
# Target sequence (P43220 whole entry, looked up): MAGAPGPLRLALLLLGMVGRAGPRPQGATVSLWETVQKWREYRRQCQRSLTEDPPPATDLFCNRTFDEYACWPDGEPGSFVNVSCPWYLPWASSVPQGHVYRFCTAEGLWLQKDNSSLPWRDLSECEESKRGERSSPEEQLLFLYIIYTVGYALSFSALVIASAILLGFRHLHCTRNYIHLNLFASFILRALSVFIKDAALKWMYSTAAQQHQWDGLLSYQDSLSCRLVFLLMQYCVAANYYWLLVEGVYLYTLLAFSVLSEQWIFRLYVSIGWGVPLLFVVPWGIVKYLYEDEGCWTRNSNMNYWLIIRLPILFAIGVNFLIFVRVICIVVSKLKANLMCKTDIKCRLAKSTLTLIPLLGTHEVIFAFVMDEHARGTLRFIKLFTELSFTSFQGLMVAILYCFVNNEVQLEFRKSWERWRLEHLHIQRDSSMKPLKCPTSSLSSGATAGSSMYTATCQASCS
#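 qHTS in 1536-well format: reporter HEK293 cells expressing constitutive GLP-1R activity in DMEM + 10% Nu serum, 24 hr with compounds at 37 deg C, luminescence read after 12 min with detection reagent.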
# PLK1 PBD block = blocks phosphopeptide binding to human PLK1 polo-box domain. Plk1 PBD binding of FITC phosphopeptide, fluorescence polarization. AID 720504. Potency, µM, inactives show max response, negative = inhibition, actives largely listed as inhibitors. 360,000 tested, 2.8% active. P53350; also: potency is read from the fitted curve at half-maximal effect; series mostly up to about 57 µM; % is scaled to controls: 0 for no effect and ±100 for the full control effect; nearly all actives have a fitted effect of over 65% in size
# EPAC1 agonist = activates human EPAC1 exchange factor. O95398. EPAC1 agonist qHTS, biochemical assay; response scale: 100% = response to 6.5 mM cAMP. Potency, µM (top dose mostly 154 µM), for inactives: at the top dose activation, hits mostly activators. 360,000 tested, 0.073% active; also: potency is read from the fitted curve at half-maximal effect; nearly all actives have a fitted effect of over 60% in size
#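 Nucleotide exchange assay: 100 nM EPAC1 with 250 nM Rap1B loaded with BODIPY-GDP and 50 uM GDP, room temperature. Fluorescence (480/540 nm) read every 5 min for 30 min; signal change normalized to 6.5 mM cAMP as full agonist.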
# IL-2 act = IL-2 activation; activation, % (series mostly up to about 46 µM); IL-2 activation reporter assay, cell-based qHTS; stimulated with anti-CD3/CD4/CD28 beads; in transgenic mouse T cells; AID 652025; 360,000 tested, 0.065% active; in the data active = activation above about 50%; inconclusive = mostly about 30% to 49%; also: 0% is about no effect
#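 Quantitative HTS in unstimulated transgenic mouse T cells, with memory T cells as non-tolerant control and PMA/ionomycin as tolerance-bypass control. Compound pretreatment lasted 60 minutes before 18 h bead stimulation; EGFP/DsRed fluorescence read.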
# GLP1R ag = GLP-1 receptor (human) agonism; HEK293 GLP-1R CRE-luciferase, luminescence, 4-6 h; cells express a hypersensitive GLP-1R form; Potency, µM (series often up to 45.6 µM), inactives show top-dose activation, usual class: activators; P43220; AID 624172; 380,000 tested, 0.007% active; also: potency is read from the fitted curve at half-maximal effect; % of control where 0% means no effect
# PI5P4Ka inh = PI5P4K alpha (human) kinase inhibition; P48426; 330,000 tested, 1.2% active; max response, %; PI5P4Kalpha enzyme, ADP-Glo luminescence, 60 min; stronger effect = lower value; AID 652105; active = max response of -50% or lower; inconclusive = between -30% and -50%; inactive = -30% or higher; also: value at the top dose of about 77 µM; % is scaled to controls: 0 for no effect and ±100 for the full control effect
#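 Compounds were pin-transferred onto PI5P4Kalpha and substrate in HEPES pH 7.4 buffer with EGTA, CHAPS and 5% DMSO. ATP (5 microM final) started the reaction, which ran 60 minutes at room temperature before ADP-Glo detection.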
# Active calls of the source: *; i = inactive; u = inconclusive; x = not tested or not shown; [ ] = another dose, or the depositor's remark. Unless noted, calls follow the shape of the dose curve; as a rule, active = well fitted curve in the direction sought with a large enough effect; inconclusive = small, poorly fitted or top-dose-only effect, or another doubt; inactive = no such curve, though single readings can be large; an effect the other way counts as inactive or inconclusive. Only part of the results is shown, so the mix of outcomes need not match the whole.
SMILES,PTHR1 agonist,HEK293 tox,EPAC1 antag,GLP1R inv ag,PLK1 PBD block,EPAC1 agonist,IL-2 act,GLP1R ag,PI5P4Ka inh
COc1ccc(C(C(O)C(=O)c2c[nH]c3ccccc23)N2CCN(c3ccccc3)CC2)cc1 (stereo not given),-36%[inhibitor],-8%,-13%,u,-7%,9%,-0.1,-7%,0
O=c1c2ccccc2ncn1-c1ccccc1F,i,3%,-1%,2%,-5%,6%,0.2,11%,4
Nc1ccccc1SC1CC(=O)N(c2ccccc2Cl)C1=O (stereo not given),15%,0%,-4%,-11%,-16%,-6%,-2.4,-1%,1
O=C(NC1CCCCC1)c1ccc(S(=O)(=O)NCc2ccco2)cc1,i,3%,1%,0%,-2%,-1%,-3.5,-4%,x
Cn1c(-c2ccc(F)cc2)cc2onc(-c3ccccc3Cl)c2c1=O,-20%,0%,22%,3%,-6%,-1%,-3.5,17%,11
Nn1c(SCC(=O)NC2CCCc3ccccc32)nnc1-c1cccs1 (stereo not given),i,5%,5%,-19%,0%,5%,0.7,0%,1
CCOCCCn1c(SCC(=O)NC2CCCCC2)nc2ccccc2c1=O,-38%[inhibitor],-5%,-9%,28%,-2%,11%,0.2,-9%,0
Cc1ccc(-n2c(N)c(C#N)c(-c3ccccc3)c(C#N)c2=O)cc1,-1%,-1%,5%,1%,2%,-5%,-2.4,1%,8
CC1=NN(C(=O)c2ccccc2)C(O)(c2ccc(Br)cc2)C1 (stereo not given),-5%,-19%,1%,4µM*,-6%,4%,-0.1,9%,11
CCOC(=O)c1ccc(N2C(=O)C3ON(c4ccccc4)C(c4ccco4)C3C2=O)cc1 (stereo not given),i,8%,-14%,-18%,-5%,-14%,0.9,-2%,1
CC[C@]12c3[nH]c4ccccc4c3CCN1C(=O)C(CC(=O)NCc1cccc(C(F)(F)F)c1)C[C@@H]2C(=O)N1CCN(C(=O)c2ccco2)CC1 (stereo not given in full),18%,-3%,-18%,-24%,-20%,-17%,-1.0,-2%,5
Cc1ccc(N(CC(=O)NCC2CCCO2)S(C)(=O)=O)cc1Cl (stereo not given),i,-50%,-2%,0%,-13%,10%,-0.2,0%,x
CN(CC1CCN(CCc2cccc(C(F)(F)F)c2)CC1)C(=O)c1ccc(F)cc1,-20%,-18%,-1%,u,-7%,-1%,5.6,-4%,0
CCOc1ccc(NC(=O)Cn2cc(C(=O)c3ccc(OCC)cc3)c(=O)c3cc4c(cc32)OCCO4)cc1,-50%[inhibitor],0%,x,-1%,x,x,x,0%,x
CCC1=NN2C(=N)/C(=C\c3ccc(SCc4ccco4)o3)C(=O)N=C2S1,-2%,2%,u,-2%,u,3%,2.7,-9%,-52*
O=C(Nc1nnc(CCN2CCCCC2)s1)c1ccccc1,-24%,2%[7.66 µM],3%,-5%[7.66 µM],5%,5%,-0.8,0%,-4
CC(=O)Nc1ccc(N2C(=O)CSC2c2cccc([N+](=O)[O-])c2)cc1 (stereo not given),i,-5%,-6%,18%,-2%,-7%,-1.1,8%,0
O=C(COC(=O)C12CC3CC(CC(O)(C3)C1)C2)Nc1ccccc1OC(F)F,u,-3%,20%,-7%,-7%,13%,-1.1,7%,x
COc1ccc(NC(=O)c2ccc3c(c2)C(=O)N(CC2CCCO2)C3=O)c(OC)c1 (stereo not given),-23%,0%,-25%,19%,1%,-13%,-0.4,5%,-3
O=C(NCC(c1ccco1)N1CCN(c2ccccc2)CC1)c1ccc2c(c1)OCO2 (stereo not given),-16%,i,-17%,316%[activator],4%,11%,-2.7,7%,1
COC(=O)CC1C(=O)NCCN1C(=O)c1oc2c(C)c(C)ccc2c1C (stereo not given),-2%,-5%,-8%,49%[activator],1%,0%,-0.5,9%,-1
Cc1ccc(OCC(=O)Nc2ccc(S(=O)(=O)NC3=NCCCCC3)cc2)cc1,-4%,6%,5%,15%,3%,3%,0.3,3%,0
CCCOC(=O)c1ccc(Oc2cn[nH]c2-c2ccc(OCC)cc2O)cc1,-10%[57.5 µM],u,-21%,10µM*,5%,-7%,-3.6,-26%,8
NC1=NC(=O)C(Cc2cc(Cl)ccc2Cl)S1 (stereo not given),i,-9%,0%,-11%,-6%,5%,-1.7,-1%,-7
CCOC(=O)C1=C(COC(=O)c2cc(OC)c(OC)cc2[N+](=O)[O-])NC(=O)NC1C (stereo not given),i,-9%,6%,44%[activator],-1%,4%,-3.0,14%,-4

# Part of the list above, with bars between the fields.
SMILES | PTHR1 agonist | HEK293 tox | EPAC1 antag | GLP1R inv ag | PLK1 PBD block | EPAC1 agonist | IL-2 act | GLP1R ag | PI5P4Ka inh
CCOC(=O)c1ccc(N2C(=O)C3ON(c4ccccc4)C(c4ccco4)C3C2=O)cc1 (stereo not given) | i | 8% | -14% | -18% | -5% | -14% | 0.9 | -2% | 1
O=C(NC1CCCCC1)c1ccc(S(=O)(=O)NCc2ccco2)cc1 | i | 3% | 1% | 0% | -2% | -1% | -3.5 | -4% | x

# The listing picks up, starting 2 compounds before the break.
SMILES,PTHR1 agonist,HEK293 tox,EPAC1 antag,GLP1R inv ag,PLK1 PBD block,EPAC1 agonist,IL-2 act,GLP1R ag,PI5P4Ka inh
NC1=NC(=O)C(Cc2cc(Cl)ccc2Cl)S1 (stereo not given),i,-9%,0%,-11%,-6%,5%,-1.7,-1%,-7
CCOC(=O)C1=C(COC(=O)c2cc(OC)c(OC)cc2[N+](=O)[O-])NC(=O)NC1C (stereo not given),i,-9%,6%,44%[activator],-1%,4%,-3.0,14%,-4
CC(=O)NCCC(=O)Nc1nc(C)c(Cc2ccc3c(c2)OCO3)s1,-4%,-17%,-7%,6%,-3%,-2%,-3.0,7%,-2
CCN(CCCNC(=O)COc1cc(=O)n(C)c2ccccc12)c1ccccc1,i,-10%,-4%,-7%,0%,5%,0.4,13%,-1
Cc1ccc(CNC(=O)c2ccc(Br)o2)cc1,-17%,24%,11%,6%,-11%,8%,-2.1,6%,x
COC(=O)c1ccc(N2CCOCC2)c(NC(=O)c2cccnc2)c1,i,6%,2%,13%,3%,-3%,1.6,-3%,3
CCN(CC(=O)Nc1ccc(C(=O)Nc2ccc(OC)cc2)cc1)Cc1nc2ccccc2c(=O)[nH]1,-11%,-26%,-1%,6%,5%,0%,-0.7,0%,4
COC(=O)COc1ccc(S(=O)(=O)N2CCN(c3ccccc3)CC2)cc1,-24%,-9%,6%,-5%,-2%,6%,0.3,11%,3
Cn1c(N)c(C(=O)COC(=O)CNS(=O)(=O)c2cccc(Cl)c2)c(=O)n(C)c1=O,i,15%,-12%,1%,0%,-1%,-1.3,-1%,1
Cc1ccc(NC(=O)CSc2nc(=O)n(CCN(C)C)c3c2CCCC3)cc1Cl,-14%,6%,-9%,u,-12%,1%,-3.8,8%,7
CCN(C[C@H]1N[C@@](CC)(C(=O)OC)[C@H]2C(=O)N(Cc3ccccc3)C(=O)[C@@H]12)C(=O)Nc1ccc(OC)cc1,-12%,1%,-22%,-4%,-11%,14%,0.5,7%,1
Cc1ccc(C(OCC(O)CNC(CO)C(O)c2ccc([N+](=O)[O-])cc2)c2ccccc2)cc1 (stereo not given),-3%,-16%,0%,8.9µM*,-5%,14%,1.3,21%,7
O=C(N/N=C/c1ccccc1Br)c1ccc(CSc2cccc3cccnc23)cc1,-24%,2%,2%,6%,-4%,4%,-0.7,-1%,-3
Cc1cc(C)cc(NC(=O)C2CCCN(S(=O)(=O)c3ccc4[nH]c(=O)ccc4c3)C2)c1 (stereo not given),-8%,-12%,-21%,-34%,-1%,-7%,0.4,-3%,-3
COC(=O)C(=N/Nc1ccccc1C(=O)OC)/C(C)=N/O,i,u,-14%,-7%,-2%,5%,-1.0,6%,12
COc1ccc(NC(=O)N(C2CCCCC2)C2CCN(C(C)C)CC2)c(OC)c1,i,u,1%,0%,-6%,6%,-0.6,-10%,4
COc1ccccc1OCC(=O)NC1CCCc2ccccc21 (stereo not given),i,21%,-13%,11µM*,0%,7%,-3.5,13%,2
COc1cccc2c1OCC/C2=N\NC(=O)COc1ccccc1C,-5%,23%,-28%,10%,-1%,2%,-1.3,4%,6
CCCc1c(C)c2cc(C)ccc2[nH]c1=O,-2%[57.5 µM],0%,6%,4%,-10%,10%,-0.7,13%,-7
CCc1nc2ccc(C(=O)NCCC(C)C)cn2c1N(CCN(C)C)CC1CC1,14%,17%,-13%,-12%,-9%,3%,-0.4,8%,-1
COc1ccc(Br)cc1C(=O)NC(=S)Nc1cc(-c2nc3ccccc3[nH]2)ccc1C,i,-24%,3%,19%,u,7%,-0.2,-1%,-3
O=C(CNC(c1ccccc1)c1ccccc1)Nc1ccc(F)cc1,-3%,6%,u,u,-8%,5%,-3.5,10%,-1
CN(C)C(=O)c1cc(C(=O)c2ccc(F)cc2Cl)c[nH]1,-32%[inhibitor],1%,0%,15%,-9%,9%,-0.4,21%,1
CC(OC(=O)c1cc(=O)c2ccccc2o1)C(=O)c1ccccc1 (stereo not given),i,-6%,-24%,6%,-9%,8%,0.2,-7%,3
CCOC(=O)c1ccccc1-n1nnnc1C,i,-8%,1%,2%,-3%,8%,-0.8,-2%,7
Cc1ccc(-c2nc3ccc(Br)cn3c2CC(C)(C)C)cc1,-15%,18%,-5%,u,-2%,-6%,-2.6,-3%,1
CCOC(=O)[C@]12CCCC=C1N(CCC1=CCCCC1)C(=O)[C@H](CC(=O)N1CCCC1)C2,-21%,1%,15%,-26%,-6%,-8%,1.0,x,-10
COCc1ccc(C(=O)N2CCCC(C(=O)c3ccc(SC)cc3)C2)s1 (stereo not given),-62%[inhibitor],6%,-3%,u,-11%,0%,-3.2,15%,5
O=C(COC(=O)c1ccc(F)cc1F)Nc1ccc2[nH]c(=O)[nH]c2c1,-22%,0%,-1%,0%,-1%,-3%,-0.8,7%,-3
COc1ccc(CNC(=O)C2CCN(S(=O)(=O)c3ccc4c(c3)C(C)(C)C(=O)N4C)CC2)cc1,-24%,1%,-12%,13%,-4%,-15%,-0.9,9%,2
COc1ccc(OC)c(C(C)NC(=O)C(C)n2cc([N+](=O)[O-])cn2)c1 (stereo not given),i,-12%,-5%,1%,-4%,8%,-0.7,5%,0
